# Cycloheximide cs: counter-screen for Shiga toxin inhibitors: cycloheximide protein synthesis inhibition; cell reporter, cycloheximide protein synthesis inhibition counterscreen; max response, %; 12% of 300,000 active; in the data active = max response mostly above about 13%, no sharp cut-off; inactive = mostly below about 14%; also: read at 38.3 µM for the half of the compounds with a filed dose; 0% is about no effect
# Sm TGR inh: blocks Schistosoma mansoni thioredoxin glutathione reductase; Q962Y6; purified TGR, DTNB reduction, TNB absorbance 405 nm; Potency, µM (top dose mostly 114 µM), for the others: at the highest dose activity change, negative = inhibition, most hits filed as inhibitors; 3% of 360,000 active; also: potency is read from the fitted curve at half-maximal effect; % is scaled to controls: 0 for no effect and ±100 for the full control effect; nearly all actives have a fitted effect of over 60% in size
#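 TGR 20 nM + NADPH 100 uM (dispensed conc.), cpd preinc 15 min RT; start with NADPH (500 uM addition) then DTNB (15 mM addition). Kinetic TNB absorbance, 405 nm filter. Four-parameter Hill fit across titration.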
# FBPA Giardia inh: Giardia lamblia aldolase inhibition; AID 2451; Potency, µM (doses to about 59.6 µM), without a hit: at the top dose activity, negative = inhibition, actives largely listed as inhibitors; purified Giardia FBPA; A8B2U2; 0.71% of 290,000 active; also: potency is read from the fitted curve at half-maximal effect; % is scaled to controls: 0 for no effect and ±100 for the full control effect; nearly all actives have a fitted effect of over 55% in size
# Target sequence (A8B2U2 whole entry, looked up): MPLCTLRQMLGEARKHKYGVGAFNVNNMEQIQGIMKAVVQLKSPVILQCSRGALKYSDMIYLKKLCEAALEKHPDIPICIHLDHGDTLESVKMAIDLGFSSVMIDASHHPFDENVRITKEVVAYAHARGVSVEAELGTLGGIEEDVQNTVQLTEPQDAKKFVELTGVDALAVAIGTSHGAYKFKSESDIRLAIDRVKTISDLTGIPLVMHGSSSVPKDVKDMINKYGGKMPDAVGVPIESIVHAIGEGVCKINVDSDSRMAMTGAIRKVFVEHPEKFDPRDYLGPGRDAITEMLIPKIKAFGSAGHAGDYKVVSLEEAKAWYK
#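 Giardia FBPA (40 nM reagent) was preincubated 10 min at RT with compound (up to 57.5 uM final), then substrate plus GAPDH/TPI/NAD/arsenate coupling system with diaphorase/resazurin was added; resorufin fluorescence (525/598 nm) was read after 20 min.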
# Pf growth 48h: P. falciparum growth inhibition at 48 hours (one generation). 5.9% of 310,000 active. Potency, µM (top dose mostly 28.7 µM), for inactives: at the top dose activity change, negative = inhibition, usual class: inhibitors. AID 504832. P. falciparum luciferase growth in erythrocytes, 48 h; also: potency is read from the fitted curve at half-maximal effect; % is scaled to controls: 0 for no effect and ±100 for the full control effect
#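 In quantitative HTS format, infected erythrocytes bearing luciferase-reporter parasites were treated for a single generation at 37 C. Luminescence after adding detection reagent served as the growth measure.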
# Shiga toxin inh: blocks Shiga toxin action in Vero cells; inhibition, % at 38.7 µM; AID 2315; Vero cells, Shiga toxin protein synthesis inhibition reporter; 9.2% of 290,000 active; in the data active = inhibition mostly above about 28%, no sharp cut-off; inactive = mostly below about 43%; also: 0% is about no effect
# Pf growth 96h: P. falciparum growth inhibition at 96 hour, primary screen for plastid delayed-death inhibitors | P. falciparum luciferase reporter growth, 96 h | Potency, µM (highest dose often 28.7 µM), without a hit: at the highest dose activity change, negative = inhibition, actives largely listed as inhibitors | 6.9% of 320,000 active | AID 504834; also: potency is read from the fitted curve at half-maximal effect; % is scaled to controls: 0 for no effect and ±100 for the full control effect
#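 P. falciparum expressing integrated firefly luciferase grown in erythrocytes (2% hematocrit, 0.05% parasitemia final) with compounds for 96 hours at 37 C, 5% CO2. Growth inhibition read as loss of luminescence after adding luciferase detection reagent.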
# * = called active by the depositor; ? = inconclusive; / = no result given; & = joins results of further samples; [ ] = remark or other dose. Unless noted, calls follow the shape of the dose curve; as a rule, active = well fitted curve in the direction sought with a large enough effect; inconclusive = small, poorly fitted or top-dose-only effect, or another doubt; inactive = no such curve, though single readings can be large; an effect the other way counts as inactive or inconclusive. Random draw from the library; any-hit rate near 24%.
SMILES,Cycloheximide cs,Sm TGR inh,FBPA Giardia inh,Pf growth 48h,Shiga toxin inh,Pf growth 96h
CCOc1ncccc1C(=O)OCC(=O)c1c(N)n(C)c(=O)n(C)c1=O,0.3,0.0%,-3.7%,0.0%,-14.6,3.9%
S=C(NCc1ccccc1)NCc1ccccc1,-1.5,9.9%,-6.7%,/,30.8,?
CC(=O)Nc1ccc(NC(C)=O)c(NC2OCC(O)C(O)C2O)c1 (stereo not drawn),1.1,15.2%,3.2%,8.0%,-8.9,30.7%[activator]
Clc1ccc(-c2nc3ccccn3c2CN2CCOCC2)cc1,20.5*,1.9%,1.7%,?,25.0*,4.0%
O=C(NCCc1ccccc1)C1CCN(S(=O)(=O)c2cccnc2)CC1,4.7,1.2%,-1.1%,/,12.6,7.38µM*
COCCNC(=O)CN(C(=O)CCC(=O)Nc1ccccn1)c1ccccc1OC,-1.4,1.4%,13.0%,?,-44.2,?
CSc1ccc2nnc(-c3cccc(F)c3)n2n1,-1.8,8.2%,-0.9%,-3.0%,-9.2,?
COc1cccc(-n2c(O)c(C=NCc3ccccn3)c3ccccc3c2=O)c1,-1.5,2.8%,0.1%,-14.3%,1.9,-17.0%
CC1CN(/C=C/C=O)C(C)CC1OC(=O)c1ccccc1 (stereo not drawn),-2.7,7.0%,-2.7%,-16.2%,-12.3,?
Cc1n[nH]c(C)c1CCCCOc1ccccc1F,3.0,0.0%,-0.5%,15.7%,18.9,2.08µM*
CN1C(=O)NC(NC(=O)c2cccs2)(C(F)(F)F)C1=O (stereo not drawn),-1.2,8.0%,17.4%,13.6%,-14.0,306.2%[activator]
O=C(CCc1nnc(-c2ccsc2)o1)NCc1ccccc1OC(F)(F)F,10.5*,-0.2%,0.3%,14.3%,8.7,?
COc1cccc(CNC(=O)C2CCC(=O)N(C3CC3)C2)c1OC (stereo not drawn),-2.2,-13.4%,20.9%,3.0%,5.6,?
Cn1c(=O)c(=O)n(C)c2cc(N3CCOCC3)c(NS(=O)(=O)c3ccc(Br)cc3)cc21,-3.1,25.1µM*,?,-6.4%,-1.8,?
COc1cccc(C(=O)OCCN2CCCCC2)c1,24.5,1.6%,-10.5%,7.6%,30.9,5.3%
Cc1ccc(C(=O)NC(NCc2ccco2)C(Cl)(Cl)Cl)cc1 (stereo not drawn),-0.6,-2.3%,3.7%,7.0%,-2.9,0.0%
O=C(Cc1ccc(Cl)c(Cl)c1)Nc1cccc(S(=O)(=O)N2CCOCC2)c1,3.6,-0.9%,-2.0%,?,-4.9,?
N#C/C(=C\c1cc(Br)ccc1F)C(=O)NC1CC1,-0.5,-18.9%,/,-2.0%,-15.7,-11.0%
Cc1cnn(C(=O)c2cc(-c3ccccc3)nc3ccccc23)c1,1.0,13.3%,-25.2%,38.8%[activator],-5.2,5.5%
CC1CCCC(C)N1C(=O)CSc1nc2ccccc2c(=O)[nH]1 (stereo not drawn),0.3,98.7%[activator],1.8%,?,17.2,?
O=C(N/N=C/c1ccc(-c2ccc(S(=O)(=O)Nc3ncccn3)cc2)o1)c1cc2ccccc2cc1O,-3.2,43.0%[activator],-2.0%,?,-4.8,/
N#CCSc1nc2c(sc(=S)n2Cc2ccco2)c(=O)n1-c1ccc(F)cc1,-3.3,?,-24.3%,?,-1.7,?
CC(C)C(=O)Nc1ccc2nn(-c3ccccc3)nc2c1,38.7*,/,-1.3%,60.0%[activator],103.2*,50.7%[5.75 µM]
CCN1CCc2c(sc(NC(=S)NC(=O)c3ccc(Cl)cc3)c2C(N)=O)C1,-2.5,9.7%,-1.1%,?,5.0,?
CC(c1ccccc1)C1CC(=O)N(c2ccc(C(=O)O)cc2)C1=O (stereo not drawn),2.9,-1.0%,5.6%,1.1%,-23.5,/
CC(=O)Nc1cccc(NC(=O)CSc2n[nH]c(-c3ccccc3)n2)c1,/,3.7%,/,-11.5%,/,-25.5%
O=C1OC(=O)C2C3CCC(O3)C12 (stereo not drawn),/,-2.9%,-2.2%&-2.0%&-19.3%,-18.0%,/,-2.3%
COCCn1c(C(C)C)nc2ccccc21,-1.5,2.1%,2.1%,19.9%,-5.0,13.3%
Cc1ccc2cccnc2c1NC(=S)NC(=O)c1ccccc1,26.2*,35.5µM*,?,?,69.7*,?
COc1cc(OC)c(C(=S)N2CCCC2)cc1OC,-2.5,-11.5%,-20.3%,-9.0%,/,?
Nc1cc(C(=O)c2ccccc2)ccc1[N+](=O)[O-],14.5,10.2%,6.6%,18.3%,5.1,18.6%
Cn1cc(C2=C(c3cn(CCCSC(=N)N)c4ccccc34)C(=O)NC2=O)c2ccccc21,-7.8,/,?,/,-19.2,/
COC(=O)c1ccc(COc2ccc(/C=N/Nc3cccc(C(=O)O)c3)cc2)cc1,83.8*,?,3.6%,413.2%[activator],108.8*,/
Nc1c2c(nc3ccc(Br)cc13)N(Cc1ccccc1)CC2,4.8,-18.4%,0.1%,0.0%,2.8,-12.0%
O=C(COC(=O)CCc1c[nH]c2ccccc12)NC1CCS(=O)(=O)C1 (stereo not drawn),1.1,-9.0%,?,-2.4%,-2.4,7.6%
Cc1cccc(CC(=O)Nc2c3c(nn2-c2cccc(Cl)c2)CS(=O)C3)c1 (stereo not drawn),-2.3,0.7%,0.5%,9.1%,15.0,37.9%[activator]
OCCNCCCCOc1ccccc1F,-1.8,-5.7%,-0.5%,1.3%,-2.4,/
Cc1ccc(OCC(=O)OCC(=O)NC2CC2)cc1C,/,-1.3%,/,30.0%,/,7.8%
C=CCn1c(O)c(N=NC(=O)CNC(=O)c2ccncc2)c2ccccc21,5.4,-2.4%,-7.6%,25.2%,-21.6,70.5%[activator]
O=c1[nH]c(N2CCN(c3ccccc3)CC2)nc2c1CCCC2,-3.9,0.4%,-7.2%,/,-5.8,-29.5%
O=C(CSc1nnc(NC(=O)C2CC2)s1)Nc1cccc(F)c1,20.8*,3.8%,/,-3.9%,16.3,2.94µM*
COc1ccccc1N1CCN(C(=O)c2ccc(Cl)c(S(=O)(=O)NCc3ccco3)c2)CC1,28.4*,-3.1%,1.0%,?,66.2,/
COC(=O)C1CCN(S(C)(=O)=O)CC1,3.9,4.8%,1.7%,8.4%,6.5,0.6%
O=C(O)CSc1nnc(-c2ccc3c(c2)OCO3)o1,-2.0,-1.0%,11.2%,-11.2%,49.9,/
CC(C)Nc1ccc(C(CC(N)=O)NC(=O)Cc2ccc(Br)cc2)cc1[N+](=O)[O-] (stereo not drawn),-1.8,12.2%,-5.0%,?,-1.8,-3.3%
COc1c2ccoc2c(OC[C@@H](O)C(C)(C)OC)c2oc(=O)ccc12,1.1,-3.4%,-0.3%,31.3%[activator],-14.6,2.2%
Cn1c(C(=O)N2CCCC(C(=O)NCCCSC3CCCCC3)C2)cc2sccc21 (stereo not drawn),-3.7,4.1%,3.5%,?,-2.7,42.1%[activator]
CCCn1c(=O)c2[nH]c(C3CCCC3)nc2n(CCC)c1=O,6.4,1.4%,5.1%&1.5%&-3.3%&-1.0%,0.5%,-3.2,-16.3%
O=C(CCCN1C(=O)NC2(CCCC2)C1=O)NCc1ccccc1,/,-0.4%,/,?,/,12.9%
N#Cc1ccccc1S(=O)(=O)N1CCN(C(=O)c2ccc(-n3cncn3)c([N+](=O)[O-])c2)CC1,/,3.6%,/,9.1%,/,1.4%
Cc1cnn(C(=O)c2cc(-c3ccccn3)nc3ccc(Cl)cc23)c1,-1.6,-4.5%,-22.2%,-16.7%,-5.2,3.3%
COc1nc(NCCO)nc(Nc2ccc([N+](=O)[O-])cc2)n1,1.2,8.5%,-4.7%,28.4%,28.2,4.8%
COc1ccc(S(=O)(=O)N2N=C(c3ccc(NS(C)(=O)=O)cc3)CC2c2ccco2)cc1 (stereo not drawn),5.7,14.1µM*,-2.4%,-22.3%,23.2,-10.0%
c1ccc(CSc2nnc3ccc(-c4ccncc4)nn23)cc1,7.2,?,5.4%,?,15.5,?
CCC(=O)Nc1ccc(NC(=O)c2ccco2)cc1,25.3*,12.0%,3.6%,145.9%[activator],56.6*,-4.1%
CN(CCOc1ccccc1)C(=O)C1CCC(=O)N(CCCN2CCCC2=O)C1 (stereo not drawn),-2.5,-2.8%,/,7.7%,-4.8,?
COCCn1c(=O)[nH]c2cc(C(=O)N3CCN(c4ccc(OC)cc4)CC3)ccc2c1=O,-2.1,-10.3%,4.3%,-1.8%,-7.4,46.9%[activator]
CCC(C)[C@H](NC(=O)Nc1ccccc1F)C(=O)O (stereo partly drawn),0.5,8.7%,-2.2%,28.0%,-5.2,0.0%
Cc1ccc(C)c(-n2nnnc2SCC(=O)c2c(N)n(C)c(=O)n(C)c2=O)c1,-2.9,1.2%,-8.6%,-11.7%,-10.4,?
CCOC(=O)c1cc2occc2n1Cc1ccc(F)cc1,9.4,-20.9%,-11.2%,0.9%,20.5,7.3%

# Compounds above that contain fluorine:
SMILES,Cycloheximide cs,Sm TGR inh,FBPA Giardia inh,Pf growth 48h,Shiga toxin inh,Pf growth 96h
CSc1ccc2nnc(-c3cccc(F)c3)n2n1,-1.8,8.2%,-0.9%,-3.0%,-9.2,?
Cc1n[nH]c(C)c1CCCCOc1ccccc1F,3.0,0.0%,-0.5%,15.7%,18.9,2.08µM*
CN1C(=O)NC(NC(=O)c2cccs2)(C(F)(F)F)C1=O (stereo not drawn),-1.2,8.0%,17.4%,13.6%,-14.0,306.2%[activator]
O=C(CCc1nnc(-c2ccsc2)o1)NCc1ccccc1OC(F)(F)F,10.5*,-0.2%,0.3%,14.3%,8.7,?
N#C/C(=C\c1cc(Br)ccc1F)C(=O)NC1CC1,-0.5,-18.9%,/,-2.0%,-15.7,-11.0%
N#CCSc1nc2c(sc(=S)n2Cc2ccco2)c(=O)n1-c1ccc(F)cc1,-3.3,?,-24.3%,?,-1.7,?
OCCNCCCCOc1ccccc1F,-1.8,-5.7%,-0.5%,1.3%,-2.4,/
O=C(CSc1nnc(NC(=O)C2CC2)s1)Nc1cccc(F)c1,20.8*,3.8%,/,-3.9%,16.3,2.94µM*
CCC(C)[C@H](NC(=O)Nc1ccccc1F)C(=O)O (stereo partly drawn),0.5,8.7%,-2.2%,28.0%,-5.2,0.0%
CCOC(=O)c1cc2occc2n1Cc1ccc(F)cc1,9.4,-20.9%,-11.2%,0.9%,20.5,7.3%
